# Source: PubChem (National Center for Advancing Translational Sciences (NCATS))
# JMJD2A Tudor = qHTS Assay for Inhibitors of JMJD2A-Tudor Domain | hit rate 4.4% among 390,000 | Lysine-specific demethylase 4A (Homo sapiens), O75164 | Potency, µM (doses to about 114 µM), for the others: top-dose activity change, negative = inhibition, hits mostly inhibitors | AlphaScreen JMJD2A-Tudor / H3K4me3 peptide binding | AID 504339, 2011; further: on the % scale 0 is the no-effect control and ±100 the full control effect; nearly all actives have a fitted effect of over 50% in size
# BAZ2B inh = qHTS Assay for Inhibitors of BAZ2B; hit rate 4.4% among 360,000; AlphaScreen BAZ2B-H3K14Ac peptide displacement; Bromodomain adjacent to zinc finger domain protein 2B (Homo sapiens), Q9UIF8; AID 504333, 2011; Potency, µM (top dose mostly 114 µM), inactives show at the highest dose activity change, negative = inhibition, actives largely listed as inhibitors; further: on the % scale 0 is the no-effect control and ±100 the full control effect; nearly all actives have a fitted effect of over 60% in size
#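 In this displacement format the biotinylated H3(5-23) peptide acetylated at Lys14 serves as ligand at 50 nM, with BAZ2B at 50 nM in PBS pH 7.4 containing 0.01% Tween-20. Donor and acceptor beads are 10 ug/mL final.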
# HP1b chromo inh = HTS for Inhibitors of HP1-beta Chromodomain Interactions with Methylated Histone Tails. Chromobox protein homolog 1 (Homo sapiens), P83916. AlphaScreen HP1-beta / biotin-H3K9me3 peptide binding. Potency, µM (series often up to 114 µM), without a hit: top-dose activity change, negative = inhibition, most hits filed as inhibitors. hit rate 0.56% among 390,000; further: nearly all actives have a fitted effect of over 70% in size; inactives centre near 23
#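 AlphaScreen: HP1-beta (50 nM) preformed 30 min with biotin-H3(1-18)K9me3 peptide (50 nM) in PBS pH 7.4, 0.01% Tween-20. Compound added for 30 min at RT, then streptavidin donor/nickel chelate acceptor beads (10 ug/mL) for 30 min.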
# GLS inh = qHTS for Inhibitors of Glutaminase (GLS); Potency, µM (top dose mostly 45.5 µM), for inactives: at the top dose activity change, negative = inhibition, hits mostly inhibitors; Glutaminase kidney isoform, mitochondrial (Homo sapiens), O94925; hit rate 0.21% among 410,000; AID 624170, 2012; GLS enzymatic activity, qHTS titration; further: on the % scale 0 is the no-effect control and ±100 the full control effect
#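 hKGA in 45 mM KH2PO4 pH 8.2, 0.02% Tween-20 with pin-transferred compounds; 1 mM L-glutamine (stock) plus glutamate oxidase/HRP/Amplex Red coupling added. Fluorescence read initially and after 30 min at RT.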
# BLM helicase inh = qHTS Assay for Inhibitors of Bloom's syndrome helicase (BLM); hit rate 0.2% among 350,000; AID 2528, 2010; Potency, µM (series often up to 56.1 µM), inactives show top-dose activity change, negative = inhibition, actives largely listed as inhibitors; RecQ-like DNA helicase BLM (Homo sapiens), P54132; recombinant BLM DNA unwinding, fluorescence dequenching;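 further: plate controls were vehicle for no effect and no enzyme for full effect; nearly all actives have a fitted effect of over 35% in size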
# POLI inh = qHTS for Inhibitors of Polymerase Iota; DNA polymerase iota (Homo sapiens), Q9UNA4; Potency, µM (doses to about 115 µM), for the others: at the highest dose activity, negative = inhibition, actives largely listed as inhibitors; hit rate 1% among 390,000; Pol iota fluorescent replication assay, 10 min
#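 Pol iota at 10 nM preincubated 15 min with compounds at room temperature; reaction started with fluorescent substrate, 50 nM final. Fluorescence read kinetically at 0 and 10 min; buffer-only wells as negative control.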
# G9a block = qHTS Assay for Inhibitors of Histone Lysine Methyltransferase G9a | G9a H3K9 monomethylation, AlphaScreen, 2 h | hit rate 8.8% among 350,000 | Potency, µM (top dose mostly 102 µM), inactives show top-dose activity, negative = inhibition, actives largely listed as inhibitors | Histone-lysine N-methyltransferase EHMT2 (Homo sapiens), Q96KQ7; further: on the % scale 0 is the no-effect control and ±100 the full control effect; nearly all actives have a fitted effect of over 75% in size
#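 Readings reflect AlphaScreen signal from monomethyl-H3K9 antibody detection. HMT at 20 nM; substrate b-H3K9 500 nM; cofactor SAM 20 uM; 2 h RT reaction; compounds tested as titrations in qHTS with 15 min preincubation.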
# Pin1 inh = qHTS Assay to Find Inhibitors of Pin1; hit rate 0.009% among 390,000; Pin1 FP peptide displacement, HiFluor488, 10 min; Peptidyl-prolyl cis-trans isomerase NIMA-interacting 1 (Homo sapiens), Q13526; Potency, µM (top dose mostly 115 µM), for the others: at the top dose activity, negative = inhibition, hits mostly inhibitors; active means well fitted inhibition curve with a large enough effect in the polarisation, with a control signal flat, not every such curve was filed as active; inconclusive means small, poorly fitted or top-dose-only effect, or effect the other way, or a change in a side signal; inactive means no such curve, though single readings can be large or run the other way; the % refers to the polarisation; further: on the % scale 0 is the no-effect control and ±100 the full control effect
# Tb PGK inh = qHTS Assay to Find Inhibitors of Phosphoglycerate Kinase | PGK/GAPDH coupled, Kinase-Glo luminescence, 60 min | hit rate 0.043% among 380,000 | Potency, µM (titrated, usually from 57.5 µM), inactives show top-dose activity change, negative = inhibition, hits mostly inhibitors; further: on the % scale 0 is the no-effect control and ±100 the full control effect; nearly all actives have a fitted effect of over 60% in size
#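 Recombinant glycosomal PGK reaction used 1,3-bisphosphoglycerate generated in-well by GAPDH (100nM final) in 100mM TEA pH 7.6, 5mM MgCl2, 0.01% Tween-20. After 60 minutes at room temperature, ATP was read by Kinase-Glo Plus luminescence end-point.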
# Starred values were filed as active, the others as inactive; i = inactive; ? = inconclusive; nt = not tested or not shown; [ ] = another dose, or the depositor's remark. Unless noted, the call rests on the fitted dose curve; in most records, active means well fitted curve in the direction sought with a large enough effect; inconclusive means small, poorly fitted or top-dose-only effect, or another doubt; inactive means no such curve, though single readings can be large; an effect the other way counts as inactive or inconclusive. Potency means the concentration at half of the fitted maximal effect. These rows are one share of the data; the hit share may differ from the screen's.
SMILES,JMJD2A Tudor,BAZ2B inh,HP1b chromo inh,GLS inh,BLM helicase inh,POLI inh,G9a block,Pin1 inh,Tb PGK inh
COc1ccc(NC(=O)COC(=O)CCCOc2ccc(Cl)cc2Cl)cc1,-14%,-21%,55%[activator],1%,-12%,-3%,56%[activator][59 µM],33%[activator],i
N#Cc1ccc(/C=C/C(=O)c2ccccc2)cc1,-9%,-15%,-3%,10%,-8%,?,?,-2%,-9%
COc1cc(N)c(C(=O)c2nccc3cc(OC)c(OC)cc23)cc1OC,-35%,-12%,1%,-2%,-4%,234%[activator],nt,0%,9%
CC(C)Nc1nc(Cl)nc(NCCOc2ccccc2)n1,0%,-5%,35%,-2%,-6%,83%[activator],24%[59 µM],-1%,-2%
CCOC(=O)C(NC(=O)NCc1ccccc1)(OCC)C(F)(F)F (centres undefined),-11%,2%,29%,-2%,-1%,52%[activator],6%[59 µM],-1%,-1%
CCC(C(=O)NCc1ccco1)N(Cc1cccs1)C(=O)CNS(=O)(=O)c1ccccc1 (centres undefined),3%,-4%,17%,nt,1%,27%,6%[2.33 µM],-1%,-5%
COc1ccc(OC(C)c2nnc(N)s2)cc1 (centres undefined),19%,-2%,37%,-14%,-2%,-4%,-6%[0.501 µM],-1%,i
Cc1ccc2nc(Cl)c3cc(C(=O)NC4CCCCC4)sc3c2c1,-10%,-9%,28%,-2%,-6%,-4%,5%[59 µM],4%,-6%
COc1ccc(-n2cnnc2SCCC#N)cc1,0%,10%,35%[activator],-4%,-4%,21%,-45%,4%,5%
CCCCn1c(N)c(N(CCC(C)C)C(=O)COC(=O)c2ccc(CC)cc2)c(=O)[nH]c1=O,-10%,13%,51%[activator],0%,nt,3%,-39%,8%,-2%
C=CCN1C(=O)C(CC(=O)O)S/C1=N/N=C/c1ccc(N(CC)CC)cc1 (centres undefined),?,?,-20%,1%,nt,-71%,-7%[12.7 µM],?,-11%
Cc1cc(-n2c(C)cc(C(=O)COc3cc(F)ccc3[N+](=O)[O-])c2C)no1,-29%,-36%,27%,9%,nt,-4%,11%[2.33 µM],-4%,6%
O=C(NCc1ccccc1Cl)C1CCN(S(=O)(=O)c2ccc(F)cc2)CC1,-4%,4%,34%[activator],?,-3%,32%[activator],-5%,2%,-6%
COc1ccc(N2CCN(C(=O)CSc3nc(-c4ccc(C(C)C)cc4)no3)CC2)cc1,-28%,-14%,-10%,2%,-1%,13%,-9%[59 µM],-3%,-8%
Oc1ccc2ccccc2c1/C=N/Nc1nnc(-c2ncc[nH]2)c2ccccc12,?,-1%,3%,-8%,-5%,9%,7%[12.7 µM],?,-1%
COc1ccc(NS(=O)(=O)c2cc3c(cc2C)N(C)CCO3)cc1,?,50µM*,-12%,25%,1%,29%,11%,-11%,-8%
CC(C)n1c2ccccc2c2nnc(SCC(=O)Nc3ccccc3C(=O)O)nc21,2%[11.4 µM],nt,?,-12%,0%,47%[activator],?,2%,i
CCOC(=O)c1cc(C#N)c(=S)[nH]c1C,40µM*,-25%,23%,-9%,-15%,?,10µM*,?,-7%
CCn1c(=O)cc(SCC(=O)N2CCN(c3ccccc3OC)CC2)c2ccccc21,-32%,0%,4%,9%,-1%,30%,?,-3%,i
CN(C)[C@@H]1CCC[C@@H]1OC(=O)C(c1ccccc1)c1ccccc1,1.1µM*,35µM*,?,6%,4%,5%,13µM*,4%,-5%
COc1ccc(CCC(=O)NCc2ccc3c(c2)CCN3C(=O)c2ccc(Cl)cc2)cc1,-15%,0%,11%,-12%,-3%,14%,12%[59 µM],0%,-8%
Cc1cccc(CSc2cccc3cccnc23)c1,20%[57.1 µM],62%[activator],148%[activator],3%,-5%,13%,178%,7%,-3%
CCNc1ccc(C(=O)OCC(=O)c2cc(C)n(Cc3ccc4c(c3)OCO4)c2C)cc1[N+](=O)[O-],-26%,-13%,4%,-12%,-3%,-2%,-9%[59 µM],2%,i
CC(C)c1ccc2oc(-c3ccc(Cl)c(NC(=O)Cc4ccccc4)c3)nc2c1,-10%,-3%,42%[activator],2%,-5%,-4%,-56%[59 µM],-4%,0%
CCOc1cc(NC(=O)c2ccccc2[N+](=O)[O-])c(OCC)cc1NC(=O)CC(C)C,-21%,12%[57.1 µM],12%,0%,0%,20%,16%,-1%,-8%
Cc1cc(SCC(=O)N2CCN(C(=O)c3ccco3)CC2)c(C)cc1Br,-8%,-36%,34%,2%,nt,25%,-28%[12.7 µM],-4%,-7%
COc1ccc(-c2cnnc(N/N=C/c3ccc(OC)c(OC)c3)n2)cc1,-13%,?,15%,0%,-15%,4%,-33%[59 µM],-7%,i
CNC(=O)c1c(NC(=O)/C=C/c2ccccc2)sc2c1CCC2,-29%,-20%,1%[57 µM],12%,-5%,14%,-12%[59 µM],24%,-9%
COc1ccc([C@H]2CC(=O)C=C(c3ccc(C)c4ccccc34)C2)cc1,-30%,-10%,15%,2%,nt,11%,-2%[0.501 µM],6%,8%
COc1ccc(NC(=O)CSc2nc3nc(C)cc(C)c3c(=O)[nH]2)cc1OC,-6%,nt,14%,0%,nt,5%,nt,-1%,-7%
O=C1CCC(=O)N1c1ccc(-c2nc3ccccc3s2)cc1,-4%,-14%,29%,5%,-3%,2%,2%,9%,-7%
c1ccc2cc3c(NCCN4CCOCC4)ccnc3cc2c1,?,-22%,31%,-6%,306%[activator],?,?,?,-3%
Cn1c(Cc2ccccc2)nnc1SCc1cc(=O)n2ccsc2n1,-8%,-16%,27%,6%,-7%,72%[activator],2%,6%,-2%
O=C(O)c1nc(NCc2ccccc2)ncc1Cl,-10%,-14%,24%,16%,3%,-20%,4%[2.33 µM],2%,2%
COc1ccc(C(=O)N2CCc3cc(OC)c(OC)cc3C2COc2ccc3c(C)cc(=O)oc3c2)c(OC)c1 (centres undefined),-2%,5%,34%,-8%,-7%,-5%,10%[59 µM],2%,i
CN(C(=O)CC(=O)Nc1ccc2nc3n(c(=O)c2c1)CCCCC3)c1ccccc1F,-8%,-1%,18%,-7%,-1%,36%[activator],-8%[59 µM],-1%,2%
CCc1nc2ccccc2n2c(-c3ccc(C)cc3)c3c(=O)n(C)c(=O)n(C)c3c12,11%,7%,43%[activator],-5%,-7%,-6%,19%[59 µM],-2%,-8%
COc1ccc(CNc2ccccn2)c(O)c1,0%,-8%,41%[activator],-14%,0%,165%[activator],nt,-9%,i
COC(=O)c1ccccc1S(=O)(=O)N1CCC(C(=O)Nc2ccc(N3CCOCC3)cc2)CC1,-20%,nt,4%,-15%,nt,38%[activator],nt,3%,-6%
C=CCNC(=O)c1ccc(Sc2ccc(C)cc2)c([N+](=O)[O-])c1,-21%,7%,11%,2%,1%,12%,20%[2.33 µM],-13%,-5%
COc1ccccc1CNC(=O)COc1ccccc1C(=O)c1cnn(-c2ccccc2)c1,-20%,-6%,36%[activator],-5%,nt,31%,?,?,-3%
CC(C)[C@H](NC(=O)N1CCn2c1nc1ccccc12)C(=O)NC1CCCCC1,-27%,?,60%[activator],5%,-7%,?,6%,1%,0%
Cc1ccccc1CCNC(=O)c1cc(C2CC2)nc2c1cnn2C(C)C,24%,7%,56%[activator],1%,nt,-25%,9%[59 µM],3%,-5%
O=C(NC1CCCCC1)c1ccc(CSc2nc3cccnc3n2Cc2ccccc2F)cc1,-20%,-7%,25%,8%,-4%,12%,-28%[59 µM],28%,1%
COC(=O)c1ccc(NC(=O)CN2C(=O)CC(c3ccccc3)Sc3ccccc32)cc1 (centres undefined),-8%,1%,24%,3%,-3%,0%,-5%[59 µM],28%,-8%
CCN(CC)S(=O)(=O)c1nnc(NC(=O)c2ccc(C(C)C)cc2)s1,-16%,-13%,13%,-2%,1%,-10%,-17%[59 µM],-8%,-1%
COc1cccc(/C=N/Nc2ccc(S(=O)(=O)Nc3ccccc3C(=O)O)cc2[N+](=O)[O-])c1O,45µM*,nt,?,-16%,nt,?,nt,?,?
Cc1cc(C)c(S(=O)(=O)c2ccccc2)c(N2CCOCC2)n1,0%,0%,76%[activator],1%,1%,0%,40%[activator],-1%,-9%
Cc1ccc(C(=O)Nc2c3c(nn2-c2ccccc2)CS(=O)(=O)C3)cc1C,-7%,-12%,27%,-6%,-6%,12%,2%,-9%,-10%
Clc1ccc(-c2nnc(CCc3ccccc3)o2)c(Cl)c1,128%[activator],84%[activator][57.1 µM],133%[activator],-4%,-7%,?,387%[activator],2%,nt
CNC(=O)c1ccsc1NC(=O)CCS(=O)(=O)c1ccc(Cl)cc1,-12%,-5%,14%,9%,nt,27%,5%,-1%,-8%
CN1C(=S)NC(C)(C)CC1(C)c1ccc(O)cc1O (centres undefined),-23%,-8%,2%,8%,2%,10%,14%[59 µM],-3%,-7%
COCCN(C)C(=O)CCc1nnc(Cc2ccc(-c3ccccc3)cc2)o1,-5%,5%,45%[activator],3%,-2%,-3%,-6%,7%,4%
